From PubChem
CASP6 VEID inh – blocks human caspase-6 cleavage activity | P55212 | purified caspase-6, Z-VEID-R110 cleavage fluorescence | inhibition, % at 12.5 µM | hit rate 0.53% among 350,000;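 active means mean inhibition across replicates at least about 35%, with every replicate also reaching that limit, limit read from the data; inconclusive means only one of the two criteria met; inactive means neither criterion met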;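 further: 0% = median of neutral control wells and 100% = no fluorescence left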
Target sequence (P55212 24-179 limits assumed): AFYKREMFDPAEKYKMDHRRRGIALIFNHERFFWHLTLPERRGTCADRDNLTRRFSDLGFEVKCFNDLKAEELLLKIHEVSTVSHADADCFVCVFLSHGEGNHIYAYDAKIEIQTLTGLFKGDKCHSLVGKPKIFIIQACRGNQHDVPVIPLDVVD
Target sequence (P55212 194-293 limits assumed): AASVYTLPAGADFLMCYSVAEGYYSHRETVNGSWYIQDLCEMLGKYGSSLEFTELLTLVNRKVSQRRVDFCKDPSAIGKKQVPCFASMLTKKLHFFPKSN
LGR2 antag – Drosophila LGR2 receptor signaling inhibition; hit rate 0.35% among 380,000; inhibition, % at 9.99 µM; HEK293 LGR2, CRE-luciferase, bursicon-stimulated, 4 h;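 active means drop in luminescence signal, shown as inhibition above about 50% in the replicate tests, limit read from the data, passing the limit was not always enough; inconclusive means probably only some replicates passing the limit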;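 further: agonist challenge used bursicon conditioned medium at about half maximal strength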
PAX8 inh HTS – PAX8 transcriptional activity inhibition; RMG-I TPO-luciferase reporter, SteadyGlo, 24 h; inhibition, % at 12.6 µM; hit rate 1.2% among 360,000; AID 652154;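 active means mean replicate inhibition at least 60% with every replicate also reaching 60%; inconclusive means only one of the two criteria is met; inactive means mean below 60% and not all replicates reaching 60%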;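 further: luciferase light reporting Pax8 driven TPO promoter activity; plate controls were median of neutral control wells for no effect and mitoxantrone controls for full effect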
ARNT TACC3 PPI – ARNT/TACC3 interaction disruption; inhibition, % at 9.99 µM; AlphaScreen His-ARNT PAS-B/GST-TACC3 binding, luminescence; TACC3 fragment carries E629A point mutation; hit rate 0.66% among 390,000; Q9Y6A5;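 active means mean inhibition of replicates at least 50% and at least half of replicates each reaching 50%; inconclusive means half or more replicates reach 50% but mean below 50%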;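 further: 0% = complete ARNT plus TACC3 wells and 100% = ARNT alone without TACC3; many hits fall short of the cut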
DENV2 CPE rescue – protects cells from dengue virus 2 cytopathic effect. hit rate 1.7% among 350,000. CPE inhibition, % at 9.99 µM. DENV2-infected cells, cytopathic effect rescue, plate reader. AID 651640; in the data active means CPE inhibition above about 20%, passing the limit was not always enough; inconclusive means no clear call, values can overlap the other calls; tested in BHK-21 cells;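 further: 0% = median of neutral control wells and 100% = median of positive control wells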
SIRT5 inh – blocks human SIRT5 desuccinylation of peptide | Q9NXA8 | Purified SirT5, succinyl-peptide AMC, trypsin-coupled fluorescence | inhibition, % at 15 µM | hit rate 1.1% among 330,000; in the data active means inhibition above about 15%; inconclusive means no clear call, values can overlap the other calls
Target sequence (Q9NXA8 whole entry, looked up): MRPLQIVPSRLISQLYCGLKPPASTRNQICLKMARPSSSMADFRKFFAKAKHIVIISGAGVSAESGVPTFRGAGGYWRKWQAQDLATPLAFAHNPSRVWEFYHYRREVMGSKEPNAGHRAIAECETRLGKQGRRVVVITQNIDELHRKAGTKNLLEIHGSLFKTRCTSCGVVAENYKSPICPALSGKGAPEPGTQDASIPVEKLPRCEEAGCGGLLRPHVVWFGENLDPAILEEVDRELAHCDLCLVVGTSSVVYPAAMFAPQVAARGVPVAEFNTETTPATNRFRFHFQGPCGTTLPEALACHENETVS
EWS-Fli block – inhibitors of EWS/Fli oncoprotein transcriptional activity. AID 651661. A673 NR0B1-luciferase reporter, viability-normalised. inhibition, % at 12.6 µM. hit rate 0.67% among 350,000;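 active means mean inhibition of at least 50% after viability correction, with every replicate also passing that limit; inconclusive means mean reaches 50% but only one of two replicates passes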;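 further: firefly luciferase signal divided by Alamar Blue viability fluorescence both relative to DMSO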
* = called active by the depositor. The order is random. Share with any hit: about 4.9%.

Results for C[C@H]1CN([C@@H](C)CO)C(=O)Cc2cc(NC(=O)NC3CCCCC3)ccc2O[C@@H]1CN(C)C ?
CASP6 VEID inh: 1; LGR2 antag: 4; PAX8 inh HTS: -1; ARNT TACC3 PPI: 6; DENV2 CPE rescue: 6; SIRT5 inh: -3; EWS-Fli block: -1

What do the screens show for `Cc1ccc(C)c(OCC(=O)N(Cc2ccccc2)c2c(N)n(Cc3ccccc3)c(=O)[nH]c2=O)c1`?
CASP6 VEID inh: 0; LGR2 antag: 3; PAX8 inh HTS: -7; ARNT TACC3 PPI: 3; DENV2 CPE rescue: -3; SIRT5 inh: -3; EWS-Fli block: 3

Results for O=C(CSc1ncnc2c1oc1ccccc12)Nc1nccs1 ?
CASP6 VEID inh: -5; LGR2 antag: 17; PAX8 inh HTS: 17; ARNT TACC3 PPI: -5; DENV2 CPE rescue: 1; EWS-Fli block: 4

How did Cc1ccc(N=C2NC(=O)/C(=C/C=C/c3ccco3)S2)cc1C do in these assays?
LGR2 antag: -12; PAX8 inh HTS: 2; ARNT TACC3 PPI: -5

How did CCOc1ccc(/C=C/C(=O)c2c(O)cc(C)oc2=O)cc1 do in these assays?
CASP6 VEID inh: 0; LGR2 antag: -2; PAX8 inh HTS: -7; ARNT TACC3 PPI: 2; DENV2 CPE rescue: -8; SIRT5 inh: -1; EWS-Fli block: -8

How did O=C(Cn1cc2c(n1)CCCC2)N1CCc2ccccc21 do in these assays?
CASP6 VEID inh: 1; LGR2 antag: -4; PAX8 inh HTS: -3; DENV2 CPE rescue: inconclusive; EWS-Fli block: 8

Results for O=C1Nc2ccccc2C1(O)C/C(=N/O)c1ccccc1 (stereo not given) ?
CASP6 VEID inh: 1; LGR2 antag: 7; PAX8 inh HTS: 15; ARNT TACC3 PPI: -1; DENV2 CPE rescue: 3; SIRT5 inh: -2; EWS-Fli block: 1

How did COc1ccccc1OCc1nnc(SCC(=O)Nc2nnc(C3CC3)s2)n1C do in these assays?
CASP6 VEID inh: 0; LGR2 antag: -2; PAX8 inh HTS: 2; DENV2 CPE rescue: -3; SIRT5 inh: -2; EWS-Fli block: -10

What do the screens show for `C[C@H]1CN([C@@H](C)CO)C(=O)c2cc(NC(=O)Nc3ccc(C(F)(F)F)cc3)ccc2O[C@@H]1CN(C)Cc1ccc(Cl)c(Cl)c1`?
CASP6 VEID inh: -2; LGR2 antag: -9; ARNT TACC3 PPI: -2; DENV2 CPE rescue: 2; SIRT5 inh: 3; EWS-Fli block: 58*

Results for CSc1ccccc1NC(=O)CN(C)C(=O)c1ccc(-n2cccn2)cc1 ?
CASP6 VEID inh: 2; LGR2 antag: 4; PAX8 inh HTS: 2; ARNT TACC3 PPI: 10; DENV2 CPE rescue: -5; SIRT5 inh: -2; EWS-Fli block: 6

Results for CCCN1C[C@H](C)[C@@H](OC)CN(C)C(=O)c2ccc(NC(=O)Nc3c(C)noc3C)cc2OC[C@@H]1C ?
CASP6 VEID inh: 0; LGR2 antag: -3; ARNT TACC3 PPI: -4; DENV2 CPE rescue: 1; SIRT5 inh: 6; EWS-Fli block: -5

What do the screens show for `COc1ccccc1CC(=O)Nc1ccc(S(=O)(=O)N2CCN(C)CC2)cc1`?
CASP6 VEID inh: 0; LGR2 antag: -9; PAX8 inh HTS: -1; ARNT TACC3 PPI: 0; DENV2 CPE rescue: -5; SIRT5 inh: -4; EWS-Fli block: 9

Results for CCN(Cc1ccccc1)C(=O)CSc1n[nH]c(N)n1 ?
CASP6 VEID inh: 0; LGR2 antag: 8; PAX8 inh HTS: -11; ARNT TACC3 PPI: 1; DENV2 CPE rescue: -4; SIRT5 inh: 2; EWS-Fli block: 0

How did O=C1C=C(c2cccc(Cl)c2O)C[C@@H](c2ccc(Cl)cc2)C1 do in these assays?
LGR2 antag: -1; PAX8 inh HTS: -13; ARNT TACC3 PPI: -4; DENV2 CPE rescue: 8; EWS-Fli block: -13

Results for O=C(CCN1C(=O)C2C3C=CC(C4CC34)C2C1=O)OCC(=O)c1ccccc1 (stereo not given) ?
CASP6 VEID inh: 3; LGR2 antag: -8; ARNT TACC3 PPI: -2; DENV2 CPE rescue: -7; SIRT5 inh: 5; EWS-Fli block: 11

Results for Cc1cc(C)cc(C(=O)NC(CC(N)=O)c2ccc(NCCN3CCOCC3)c([N+](=O)[O-])c2)c1 (stereo not given) ?
CASP6 VEID inh: 0; LGR2 antag: -26; PAX8 inh HTS: 10; ARNT TACC3 PPI: 2; DENV2 CPE rescue: -1; EWS-Fli block: 4

How did CCOC(=O)[C@@H]1[C@H]2COc3ccc(Br)cc3[C@@H]2N2C(=O)N(c3cccc(F)c3)C(=O)[C@]12C do in these assays?
CASP6 VEID inh: -2; LGR2 antag: 0; PAX8 inh HTS: 3; ARNT TACC3 PPI: 5; DENV2 CPE rescue: 5; SIRT5 inh: -7; EWS-Fli block: -1

How did CC(=O)N1CCN(C(=O)C(Cc2c[nH]c3ccccc23)NC(=O)c2ccccc2Cl)CC1 (stereo not given) do in these assays?
CASP6 VEID inh: 0; LGR2 antag: 7; PAX8 inh HTS: 29; ARNT TACC3 PPI: -1; DENV2 CPE rescue: -1; SIRT5 inh: -8; EWS-Fli block: 7

Results for C[C@H]1CN([C@@H](C)CO)C(=O)c2cccc(NC(=O)c3ccncc3)c2O[C@@H]1CN(C)C(=O)Nc1ccc2c(c1)OCO2 ?
CASP6 VEID inh: 3; LGR2 antag: -4; ARNT TACC3 PPI: -8; DENV2 CPE rescue: 12; SIRT5 inh: -1; EWS-Fli block: -112

How did COc1ccc(S(=O)(=O)NCCc2ccccc2)cc1OC do in these assays?
CASP6 VEID inh: -12; LGR2 antag: 5; PAX8 inh HTS: -40; ARNT TACC3 PPI: 15; DENV2 CPE rescue: 2; SIRT5 inh: -9; EWS-Fli block: 3

How did COc1cc(C2CC(c3cccs3)=NN2C(=O)CCl)ccc1OC(F)F (stereo not given) do in these assays?
CASP6 VEID inh: -1; LGR2 antag: -69; PAX8 inh HTS: -32; ARNT TACC3 PPI: -3; DENV2 CPE rescue: 12; SIRT5 inh: -1; EWS-Fli block: 61*

What do the screens show for `N#CC(C#N)c1ccnc2ccccc12`?
CASP6 VEID inh: 1; LGR2 antag: 20; PAX8 inh HTS: -52; DENV2 CPE rescue: -10; EWS-Fli block: 5

How did CC1(C)CC2(CC(c3ccc(F)cc3)c3ccc(O)cc3O2)NC(=S)N1 (stereo not given) do in these assays?
CASP6 VEID inh: 32; LGR2 antag: 6; PAX8 inh HTS: 30; ARNT TACC3 PPI: 3; DENV2 CPE rescue: 0; SIRT5 inh: -2; EWS-Fli block: 6

How did Cc1nn(C)c(C)c1S(=O)(=O)N(CC(=O)Nc1nccs1)c1ccc(C(C)C)cc1 do in these assays?
CASP6 VEID inh: -2; LGR2 antag: 13; PAX8 inh HTS: 11; ARNT TACC3 PPI: -1; DENV2 CPE rescue: 12; EWS-Fli block: 6

Results for C[C@H](CO)N1C[C@H](C)[C@@H](CN(C)C(=O)Nc2cccc3ccccc23)OCCCC[C@H](C)Oc2ccc(NC(=O)Nc3ccccc3)cc2C1=O ?
LGR2 antag: 31; PAX8 inh HTS: -1; ARNT TACC3 PPI: -11; DENV2 CPE rescue: 9; EWS-Fli block: 7

What do the screens show for `Cc1ccc(-c2nc3c(c(=O)[nH]c(=O)n3Cc3ccccc3)n2Cc2ccccc2)o1`?
CASP6 VEID inh: 2; LGR2 antag: 19; PAX8 inh HTS: 16; ARNT TACC3 PPI: -2; DENV2 CPE rescue: 1; SIRT5 inh: -1; EWS-Fli block: 0

What do the screens show for `Cc1ccc(S(=O)(=O)Nc2ccc3c(c2)C(=O)N([C@H](C)CO)C[C@H](C)[C@@H](CN(C)S(=O)(=O)c2ccccc2)OCCCC[C@H](C)O3)cc1`?
CASP6 VEID inh: 1; LGR2 antag: -14; PAX8 inh HTS: inconclusive; ARNT TACC3 PPI: 6; DENV2 CPE rescue: 1; SIRT5 inh: 9; EWS-Fli block: -5

Results for CNC[C@H]1Oc2cc(C#CCN(C)C)ccc2S(=O)(=O)N([C@H](C)CO)C[C@H]1C ?
CASP6 VEID inh: 0; LGR2 antag: -18; ARNT TACC3 PPI: -18; DENV2 CPE rescue: -9; SIRT5 inh: 2; EWS-Fli block: -5

Results for O=C(C[C@H]1C[C@H]2c3cc(NC(=O)c4ccc5c(c4)OCO5)ccc3O[C@H]2[C@H](CO)O1)NCCc1ccccc1 ?
CASP6 VEID inh: 1; LGR2 antag: 1; PAX8 inh HTS: -15; ARNT TACC3 PPI: -3; DENV2 CPE rescue: -2; SIRT5 inh: 0; EWS-Fli block: 0

How did CN(C(=O)COC(=O)c1cccnc1Nc1ccccc1F)C1CCS(=O)(=O)C1 (stereo not given) do in these assays?
CASP6 VEID inh: 2; LGR2 antag: -9; PAX8 inh HTS: 0; ARNT TACC3 PPI: -15; DENV2 CPE rescue: 0; SIRT5 inh: -9; EWS-Fli block: -3

How did N#Cc1ccsc1NC(=O)COC(=O)CCS(=O)(=O)c1ccccc1 do in these assays?
CASP6 VEID inh: 8; LGR2 antag: -3; PAX8 inh HTS: -12; ARNT TACC3 PPI: -4; DENV2 CPE rescue: inconclusive; SIRT5 inh: 1; EWS-Fli block: 6

How did COc1ccc(S(=O)(=O)N(C)C[C@@H]2Oc3ccc(NC(=O)Nc4cccc5ccccc45)cc3C(=O)N([C@@H](C)CO)C[C@@H]2C)cc1 do in these assays?
CASP6 VEID inh: 1; LGR2 antag: -11; DENV2 CPE rescue: inconclusive; SIRT5 inh: 7; EWS-Fli block: 12

How did CN(C)c1ccc(NC(=O)c2ccc3c(c2)nnn3C)cc1 do in these assays?
CASP6 VEID inh: -6; LGR2 antag: -31; PAX8 inh HTS: -56; ARNT TACC3 PPI: -3; DENV2 CPE rescue: 1; SIRT5 inh: 4; EWS-Fli block: 8

What do the screens show for `C[C@H]1CN([C@@H](C)CO)S(=O)(=O)c2ccc(C3=CCCC3)cc2O[C@H]1CN(C)C(=O)c1ccncc1`?
CASP6 VEID inh: -1; LGR2 antag: 6; PAX8 inh HTS: -3; ARNT TACC3 PPI: -1; DENV2 CPE rescue: 4; SIRT5 inh: 1; EWS-Fli block: -5

How did Cc1ccc(NC(=O)NC2=NN(c3ccccc3)C(=O)/C2=C2/CCCN2C)cc1 do in these assays?
CASP6 VEID inh: 1; LGR2 antag: -12; PAX8 inh HTS: -6; ARNT TACC3 PPI: 6; DENV2 CPE rescue: 6; EWS-Fli block: 0

How did N#CCCn1cc(C(=O)Nc2ccc([N+](=O)[O-])cc2)c(-c2cc3ccccc3o2)n1 do in these assays?
CASP6 VEID inh: 5; LGR2 antag: -5; PAX8 inh HTS: 5; ARNT TACC3 PPI: -8; SIRT5 inh: 0; EWS-Fli block: 12

What do the screens show for `O=C(Nc1ccc(Cl)cn1)c1ccc2c(c1)OCCO2`?
CASP6 VEID inh: -1; LGR2 antag: 6; PAX8 inh HTS: -3; DENV2 CPE rescue: 8; SIRT5 inh: -3; EWS-Fli block: 29

Results for COCCNC(=O)CSc1nc(-c2ccccc2)c(-c2ccccc2)o1 ?
CASP6 VEID inh: 5; LGR2 antag: 11; ARNT TACC3 PPI: -3; DENV2 CPE rescue: -8; SIRT5 inh: -5; EWS-Fli block: 7

Results for CCN(CC)c1ccc(CNC(=O)C/C(C)=N/NC(=O)COc2ccc(C)cc2Br)cc1 ?
CASP6 VEID inh: -2; LGR2 antag: -7; PAX8 inh HTS: 3; DENV2 CPE rescue: 8; SIRT5 inh: -2; EWS-Fli block: -5

What do the screens show for `C[C@@H]1CCCCO[C@@H](CN(C)S(=O)(=O)c2cccs2)[C@H](C)CN([C@H](C)CO)C(=O)c2cc(N(C)C)ccc2O1`?
LGR2 antag: -10; PAX8 inh HTS: 23; EWS-Fli block: 1

Results for COc1ccc(NC(=O)C2CCCN(S(=O)(=O)c3cccc4cccnc34)C2)cc1 (stereo not given) ?
CASP6 VEID inh: -1; LGR2 antag: -9; PAX8 inh HTS: -9; DENV2 CPE rescue: -2; EWS-Fli block: 1

What do the screens show for `CN(C)S(=O)(=O)c1cccc(NC(=O)CSc2nc3ccccc3n2-c2ccccc2)c1`?
LGR2 antag: 18; PAX8 inh HTS: 16; ARNT TACC3 PPI: -2
